Rac1 wt GTP bind: modulators of human Rac1 wildtype GTP binding. P63000. GST-Rac1 beads, fluorescent GTP binding, flow cytometry; actives lie on both sides; 0 = cold GTP competed, 100 = untreated. GTP binding activity (% of control), % at 10 µM. hit rate 0.27% among 190,000. AID 757;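 active = GTP binding activity at least 20 points away from the 100% control level, either lower or higher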
Rab2 wt GTP: changes GTP binding to wildtype dog Rab2A, up or down. P61105. GST-Rab2 wt beads, Bodipy-GTP binding, flow cytometry. GTP binding activity, % at 10 µM. hit rate 0.19% among 190,000. AID 760;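 active = GTP binding activity at least 20 points away from 100%, either lowered or raised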;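 note: 0% = beads with excess unlabeled GTP and 100% = no-compound control corrected for plate trend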
HRas wt GTP bind: human HRas wildtype GTP binding, change in either direction; GTP binding activity, % at 10 µM; hit rate 0.14% among 190,000; GST-Ras wt beads, Bodipy-FL-GTP binding, flow cytometry; actives lie on both sides;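 active = GTP binding activity at least 20% away from the 100% baseline, either lowered as inhibitor or raised as activator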;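 note: 0% = unlabeled GTP competition control and 100% = no-compound control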
Target sequence (P01112 whole entry, looked up): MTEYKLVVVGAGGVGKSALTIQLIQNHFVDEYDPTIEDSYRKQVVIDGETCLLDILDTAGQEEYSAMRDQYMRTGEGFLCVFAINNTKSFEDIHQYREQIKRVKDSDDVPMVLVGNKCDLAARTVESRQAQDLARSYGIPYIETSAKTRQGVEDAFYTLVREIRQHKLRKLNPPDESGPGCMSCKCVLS
Mcl1 Bid PPI: Mcl-1/Bid interaction inhibition; Q07820; inhibition, % at 21.7 µM; TR-FRET Mcl-1/Bid-Dy647 peptide binding, 1536-well; AID 1021; hit rate 0.97% among 220,000;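 active = compounds that cut the binding signal by more than half at the single screening dose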;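 note: His-tagged Mcl-1 with europium anti-His antibody binding Bid BH3 peptide; 0% = Mcl-1 plus peptide wells and 100% = peptide-only wells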
Target sequence (Q07820 whole entry, looked up): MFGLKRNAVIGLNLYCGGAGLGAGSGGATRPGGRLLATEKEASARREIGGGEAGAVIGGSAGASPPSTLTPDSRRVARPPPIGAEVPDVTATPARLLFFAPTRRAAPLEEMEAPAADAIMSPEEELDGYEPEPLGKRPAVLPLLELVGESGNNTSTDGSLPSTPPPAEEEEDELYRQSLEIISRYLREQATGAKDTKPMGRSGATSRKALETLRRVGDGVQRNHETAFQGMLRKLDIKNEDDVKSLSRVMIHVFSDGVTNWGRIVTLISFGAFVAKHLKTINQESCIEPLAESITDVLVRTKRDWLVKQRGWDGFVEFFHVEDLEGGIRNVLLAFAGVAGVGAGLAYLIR
Avidin bead fluor: avidin bead compound fluorescence profile. Avidin beads, compound fluorescence 488/530 nm, flow cytometry; hits give high values. fluorescence (KMESF) at 10 µM. hit rate 0.38% among 220,000. AID 1775; in the data active = fluorescence above about 47; note: inactives centre near 10
Cdc42 wt GTP: modulators (inhibitors or activators) of GTP binding to human Cdc42 wildtype; AID 761; GST-Cdc42 beads, Bodipy-GTP binding, flow cytometry; actives lie on both sides; P60953; hit rate 0.2% among 190,000; percent activity (GTP binding), % at 10 µM;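 active = percent activity GTP binding at least 20 points away from the 100% baseline, either down as inhibitor or up as activator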;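 note: median bead fluorescence of bound Bodipy-FL-GTP at 100 nM; 0% = excess unlabeled GTP control and 100% = no compound control; below 100% means less GTP binding so inhibitor and above means activator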
Target sequence (P60953 whole entry, looked up): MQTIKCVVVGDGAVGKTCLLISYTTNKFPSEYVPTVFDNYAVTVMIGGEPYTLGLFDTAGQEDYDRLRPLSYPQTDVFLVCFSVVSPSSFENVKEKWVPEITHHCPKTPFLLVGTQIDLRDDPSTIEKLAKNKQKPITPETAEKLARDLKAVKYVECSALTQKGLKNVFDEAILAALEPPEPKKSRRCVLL
Rac1 mut GTP: modulators of GTP binding to human Rac1 activated mutant; GST-Rac1 activated beads, fluorescent GTP binding, flow cytometry; actives lie on both sides; 100% means binding = to untreated wells; hit rate 0.11% among 190,000; percent activity (GTP binding), % at 10 µM;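 active = GTP binding at least 20 percentage points away from the 100% baseline, in either direction, so actives lie on both sides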
Mcl1 Noxa PPI: Mcl-1/Noxa interaction inhibition | Q07820 | TR-FRET Mcl-1/Noxa peptide binding, 2 h | inhibition, % at 21.7 µM | hit rate 1.5% among 220,000 | AID 1022;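 active = compounds that cut the protein-peptide binding signal by more than 50% relative to plate controls in a single-dose test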;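 note: His-tagged Mcl-1 with rhodamine Noxa BH3 peptide and terbium anti-His antibody; 0% = Mcl-1 plus Noxa peptide wells and 100% = peptide-only wells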
GSH fluor: GSH bead compound fluorescence profile | GSH beads flow cytometry, compound fluorescence 488/530 nm; hits give high values | AID 1776 | fluorescence (KMESF) at 10 µM | hit rate 0.25% among 190,000; in the data active = fluorescence above about 89;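 note: glutathione beads carrying GST-tagged Bcl family fusion proteins plus one bare bead set; values are compound well signal with DMSO vehicle wells as background; inactives centre near 16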
Pf gamet viab: inhibitors of late stage P. falciparum gametocyte viability; P. falciparum stage V gametocytes, ATP luminescence, 24 h; inhibition, % at 10.9 µM; hit rate 0.065% among 150,000;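 active = inhibition above the mean plus 3 SD of compounds within the control limits, set per campaign, cut at about 38% in these data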;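 note: 0% = DMSO wells and 100% = medium only without gametocytes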
Rab7 wt GTP bind: dog Rab7 wildtype GTP binding, inhibitors and activators; GST-Rab7 beads, fluorescent GTP binding, flow cytometry; actives lie on both sides; untreated = 100%, excess cold GTP = 0%; GTP binding activity (percent of control), % at 10 µM; hit rate 0.055% among 190,000;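 active = fluorescent GTP binding to Rab7 beads changed by at least 20 points from the 100% baseline, either direction, mostly lower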;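 note: median green fluorescence of bound Bodipy-FL-GTP per Rab7 bead population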
* = called active by the depositor.

How did COc1ccc(OC)c(/C=C/C(=O)Nc2ccc3c(c2)CCC3)c1 do in these assays?
Rac1 wt GTP bind: 105; Rab2 wt GTP: 101; HRas wt GTP bind: 100; Mcl1 Bid PPI: -4; Avidin bead fluor: 9; Cdc42 wt GTP: 106; Rac1 mut GTP: 101; Mcl1 Noxa PPI: 22; GSH fluor: 20; Pf gamet viab: 4; Rab7 wt GTP bind: 99

How did O=C(CSc1nc2ccccc2o1)Nc1nc(-c2ccccc2)c(-c2ccccc2)s1 do in these assays?
Rac1 wt GTP bind: 99; Rab2 wt GTP: 97; HRas wt GTP bind: 97; Mcl1 Bid PPI: -38; Avidin bead fluor: 14; Cdc42 wt GTP: 97; Rac1 mut GTP: 96; Mcl1 Noxa PPI: -36; GSH fluor: 19; Rab7 wt GTP bind: 99

Results for CC(N=Cc1cc([N+](=O)[O-])ccc1O)c1ccccc1 (centres undefined) ?
Rac1 wt GTP bind: 93; Rab2 wt GTP: 92; HRas wt GTP bind: 92; Mcl1 Bid PPI: 6; Avidin bead fluor: 22; Cdc42 wt GTP: 89; Rac1 mut GTP: 91; Mcl1 Noxa PPI: 12; GSH fluor: 11; Pf gamet viab: -10; Rab7 wt GTP bind: 97

How did Cc1ccc(C2C(C(N)=S)=C(N)OC3=C2C(=O)CC(C)(C)C3)cc1 (centres undefined) do in these assays?
Rac1 wt GTP bind: 104; Rab2 wt GTP: 99; HRas wt GTP bind: 100; Mcl1 Bid PPI: -47; Avidin bead fluor: 6; Cdc42 wt GTP: 99; Rac1 mut GTP: 100; Mcl1 Noxa PPI: 0; GSH fluor: 16; Pf gamet viab: -3; Rab7 wt GTP bind: 100

Results for C=C(C)Cn1c(CCCNC(=O)CCC)nc2ccccc21 ?
Rac1 wt GTP bind: 100; Rab2 wt GTP: 101; HRas wt GTP bind: 99; Mcl1 Bid PPI: -23; Avidin bead fluor: 9; Cdc42 wt GTP: 101; Rac1 mut GTP: 99; Mcl1 Noxa PPI: 0; GSH fluor: 32; Pf gamet viab: -18; Rab7 wt GTP bind: 99

Results for Cc1[nH]nc2c1C1(CCOCC1)C(C#N)=C(N)O2 ?
Rac1 wt GTP bind: 103; Rab2 wt GTP: 100; HRas wt GTP bind: 102; Mcl1 Bid PPI: -58; Avidin bead fluor: 15; Cdc42 wt GTP: 100; Rac1 mut GTP: 98; Mcl1 Noxa PPI: -5; GSH fluor: 6; Rab7 wt GTP bind: 100

How did O=C(CCc1c[nH]c2ccccc12)NCC(=O)Nc1ccc(F)c(F)c1F do in these assays?
Rac1 wt GTP bind: 94; Rab2 wt GTP: 95; HRas wt GTP bind: 94; Mcl1 Bid PPI: -55; Avidin bead fluor: 26; Cdc42 wt GTP: 95; Rac1 mut GTP: 96; Mcl1 Noxa PPI: -5; GSH fluor: 21; Pf gamet viab: -9; Rab7 wt GTP bind: 99

Results for Cc1sc2ncnc(SCC(=O)c3ccc4c(c3)OCCO4)c2c1-c1ccccc1 ?
Rac1 wt GTP bind: 105; Rab2 wt GTP: 102; HRas wt GTP bind: 101; Mcl1 Bid PPI: -23; Avidin bead fluor: 9; Cdc42 wt GTP: 106; Rac1 mut GTP: 99; Mcl1 Noxa PPI: -66; GSH fluor: 11; Pf gamet viab: 22; Rab7 wt GTP bind: 98

What do the screens show for `Nc1ccc(S(=O)(=O)Nc2nccc(/C=C/c3ccc(Br)s3)n2)cc1`?
Rac1 wt GTP bind: 93; Rab2 wt GTP: 94; HRas wt GTP bind: 91; Mcl1 Bid PPI: -3; Avidin bead fluor: 10; Cdc42 wt GTP: 91; Rac1 mut GTP: 91; Mcl1 Noxa PPI: 7; GSH fluor: 15; Pf gamet viab: -11; Rab7 wt GTP bind: 96

What do the screens show for `CCCCNC(=S)Nc1ccc(OC)nc1`?
Rac1 wt GTP bind: 96; Rab2 wt GTP: 97; HRas wt GTP bind: 95; Mcl1 Bid PPI: -41; Avidin bead fluor: 12; Cdc42 wt GTP: 99; Rac1 mut GTP: 99; Mcl1 Noxa PPI: 4; GSH fluor: 15; Pf gamet viab: -35; Rab7 wt GTP bind: 92

What do the screens show for `CCCCOCCCNC(=O)c1ccc(OC)cc1`?
Rac1 wt GTP bind: 102; Rab2 wt GTP: 100; HRas wt GTP bind: 98; Mcl1 Bid PPI: -14; Avidin bead fluor: 11; Cdc42 wt GTP: 98; Rac1 mut GTP: 101; Mcl1 Noxa PPI: -2; GSH fluor: 24; Pf gamet viab: 20; Rab7 wt GTP bind: 98

How did CC1=CC(C)(C)N(C(=O)CSc2nncn2C)c2ccccc21 do in these assays?
Rac1 wt GTP bind: 101; Rab2 wt GTP: 98; HRas wt GTP bind: 100; Mcl1 Bid PPI: -10; Avidin bead fluor: 26; Cdc42 wt GTP: 102; Rac1 mut GTP: 102; Mcl1 Noxa PPI: 28; GSH fluor: 13; Pf gamet viab: 18; Rab7 wt GTP bind: 102

How did Cn1c(=O)oc2cc(S(=O)(=O)N3CCCc4ccccc43)ccc21 do in these assays?
Rac1 wt GTP bind: 109; Rab2 wt GTP: 104; HRas wt GTP bind: 104; Mcl1 Bid PPI: 2; Avidin bead fluor: 7; Cdc42 wt GTP: 101; Rac1 mut GTP: 102; Mcl1 Noxa PPI: -4; GSH fluor: 15; Rab7 wt GTP bind: 102

How did C=CCn1c(=O)n(CCC#N)c(=O)n(CCC#N)c1=O do in these assays?
Rac1 wt GTP bind: 96; Rab2 wt GTP: 98; HRas wt GTP bind: 99; Mcl1 Bid PPI: 5; Avidin bead fluor: 16; Cdc42 wt GTP: 97; Rac1 mut GTP: 93; Mcl1 Noxa PPI: 12; GSH fluor: 25; Pf gamet viab: -11; Rab7 wt GTP bind: 99

What do the screens show for `O=C(NCC1CCNCC1)c1ccncc1`?
Rac1 wt GTP bind: 101; Rab2 wt GTP: 98; HRas wt GTP bind: 100; Mcl1 Bid PPI: 22; Avidin bead fluor: 37; Cdc42 wt GTP: 103; Rac1 mut GTP: 98; Mcl1 Noxa PPI: 7; GSH fluor: 26; Rab7 wt GTP bind: 102

How did COc1ccc2cnnc(SCC(=O)Nc3ccccc3)c2c1OC do in these assays?
Rac1 wt GTP bind: 96; Rab2 wt GTP: 92; HRas wt GTP bind: 97; Mcl1 Bid PPI: -27; Avidin bead fluor: 2; Cdc42 wt GTP: 98; Rac1 mut GTP: 98; Mcl1 Noxa PPI: -8; GSH fluor: 5; Pf gamet viab: 6; Rab7 wt GTP bind: 94

How did CN(Cc1ccccc1)S(=O)(=O)c1ccc2c(c1)OCCO2 do in these assays?
Rac1 wt GTP bind: 95; Rab2 wt GTP: 96; HRas wt GTP bind: 97; Mcl1 Bid PPI: -3; Avidin bead fluor: 23; Cdc42 wt GTP: 99; Rac1 mut GTP: 95; Mcl1 Noxa PPI: 0; GSH fluor: 15; Pf gamet viab: -1; Rab7 wt GTP bind: 98

What do the screens show for `C=CCc1cccc2cc(C(=O)Nc3ccc(S(=O)(=O)Nc4nnc(CC)s4)cc3)c(=O)oc12`?
Rac1 wt GTP bind: 99; Rab2 wt GTP: 91; HRas wt GTP bind: 94; Mcl1 Bid PPI: 72*; Avidin bead fluor: 10; Cdc42 wt GTP: 101; Rac1 mut GTP: 95; Mcl1 Noxa PPI: 107*; GSH fluor: 13; Pf gamet viab: 12; Rab7 wt GTP bind: 96

What do the screens show for `Cn1c(=O)[nH]c(=O)c2c1nc(NCCCn1ccnc1)n2Cc1ccc(F)cc1`?
Rac1 wt GTP bind: 100; Rab2 wt GTP: 96; HRas wt GTP bind: 98; Mcl1 Bid PPI: -9; Avidin bead fluor: 8; Cdc42 wt GTP: 98; Rac1 mut GTP: 98; Mcl1 Noxa PPI: 12; GSH fluor: 5; Rab7 wt GTP bind: 95

What do the screens show for `Cc1ncsc1CCC(=O)N1CCCC(C(=O)c2ccc3c(c2)OCO3)C1` (centres undefined)?
Rac1 wt GTP bind: 100; Rab2 wt GTP: 99; HRas wt GTP bind: 97; Mcl1 Bid PPI: -32; Avidin bead fluor: 9; Cdc42 wt GTP: 96; Rac1 mut GTP: 96; Mcl1 Noxa PPI: 9; GSH fluor: 12; Rab7 wt GTP bind: 106

How did Cc1cc(SCc2cc(=O)n3ccsc3n2)nc2ccccc12 do in these assays?
Rac1 wt GTP bind: 103; Rab2 wt GTP: 99; HRas wt GTP bind: 99; Mcl1 Bid PPI: -59; Avidin bead fluor: 13; Cdc42 wt GTP: 101; Rac1 mut GTP: 101; Mcl1 Noxa PPI: 19; GSH fluor: 6; Pf gamet viab: 19; Rab7 wt GTP bind: 100

Results for CNC(=O)NC1CCCc2ccccc21 (centres undefined) ?
Rac1 wt GTP bind: 104; Rab2 wt GTP: 102; HRas wt GTP bind: 104; Mcl1 Bid PPI: 3; Avidin bead fluor: 36; Cdc42 wt GTP: 106; Rac1 mut GTP: 102; Mcl1 Noxa PPI: 92*; GSH fluor: 14; Pf gamet viab: 14; Rab7 wt GTP bind: 99

How did Cc1nn(C)c(C(=O)N/N=C/c2ccccc2)c1[N+](=O)[O-] do in these assays?
Rac1 wt GTP bind: 99; Rab2 wt GTP: 98; HRas wt GTP bind: 99; Mcl1 Bid PPI: -1; Avidin bead fluor: 6; Cdc42 wt GTP: 99; Rac1 mut GTP: 97; Mcl1 Noxa PPI: 0; GSH fluor: 33; Rab7 wt GTP bind: 100

Results for COC(=O)c1ccc2c(c1)S(=O)(=O)NC(=NCc1ccco1)S2 ?
Rac1 wt GTP bind: 91; Rab2 wt GTP: 91; HRas wt GTP bind: 94; Mcl1 Bid PPI: -4; Avidin bead fluor: 8; Cdc42 wt GTP: 96; Rac1 mut GTP: 92; Mcl1 Noxa PPI: 5; GSH fluor: 16; Rab7 wt GTP bind: 96

How did O=C(Cn1nc(-c2ccccc2)ccc1=O)NCc1ccc(F)cc1 do in these assays?
Rac1 wt GTP bind: 102; Rab2 wt GTP: 100; HRas wt GTP bind: 100; Mcl1 Bid PPI: -11; Avidin bead fluor: 9; Cdc42 wt GTP: 100; Rac1 mut GTP: 94; Mcl1 Noxa PPI: 1; GSH fluor: 25; Pf gamet viab: 18; Rab7 wt GTP bind: 107

Retrieved by compound from the list above (two):
How did CN(Cc1ccccc1)S(=O)(=O)c1ccc2c(c1)OCCO2 do in these assays?
Rac1 wt GTP bind: 95; Rab2 wt GTP: 96; HRas wt GTP bind: 97; Mcl1 Bid PPI: -3; Avidin bead fluor: 23; Cdc42 wt GTP: 99; Rac1 mut GTP: 95; Mcl1 Noxa PPI: 0; GSH fluor: 15; Pf gamet viab: -1; Rab7 wt GTP bind: 98

How did Cc1nn(C)c(C(=O)N/N=C/c2ccccc2)c1[N+](=O)[O-] do in these assays?
Rac1 wt GTP bind: 99; Rab2 wt GTP: 98; HRas wt GTP bind: 99; Mcl1 Bid PPI: -1; Avidin bead fluor: 6; Cdc42 wt GTP: 99; Rac1 mut GTP: 97; Mcl1 Noxa PPI: 0; GSH fluor: 33; Rab7 wt GTP bind: 100
